Nrf2 ARE act: activates Nrf2 signaling. AREc32 ARE-luciferase reporter (MCF7-derived line), luminescence, 24 h. Potency, µM (top dose mostly 46.1 µM), without a hit: at the top dose activation, actives largely listed as activators. 410,000 compounds, 0.31% hits; further: % of control where 0% means no effect; nearly all actives have a fitted effect of over 65% in size
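AREc32 cells carrying an ARE-driven firefly luciferase, 1000 cells/well in OPTI-MEM with 5% FBS, dosed after overnight attachment and incubated 24 hr at 37 deg C. Steady-Glo luminescence read after 30 min at RT.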
ATXN viability: viability counter-screen for ATXN expression inhibitors. S2 cells (HEK-293 line with an ATXN2-luciferase reporter) viability, CellTiter-Fluor protease fluorescence, 24 h. Potency, µM (highest dose often 56.7 µM), hits mostly cytotoxic. 400,000 compounds, 0.49% hits; further: nearly all actives have a fitted effect of over 40% in size
TGFb SMAD3 inh: blocks TGF-b signaling | Potency, µM (doses to about 46.1 µM), without a hit: at the highest dose activity, negative = inhibition, actives largely listed as inhibitors | 410,000 compounds, 1.2% hits | HepG2 CAGA-GFP TGF-b/SMAD3 reporter, GFP fluorescence, 18 h; TGF-beta stimulated, 500 pg/mL final | AID 588855; further: on the % scale 0 is the no-effect control and ±100 the full control effect; nearly all actives have a fitted effect of over 65% in size
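Read-out: total well GFP (ex488/em500-530) summed from mean per-cell fluorescence. Cells: HEPG2 CAGA-GFP, 1% FBS DMEM, 18 h at 37 degrees C with 500 pg/mL final TGF-beta. Unstimulated wells served as the full-inhibition control; stimulated DMSO wells = 0%.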
EPAC2 antagonist: antagonists of human EPAC2. EPAC2 GEF exchange of Rap1B-BODIPY-GDP, fluorescence. Potency, µM (highest dose often 114 µM), inactives show top-dose activity, negative = inhibition, hits mostly inhibitors. 360,000 compounds, 0.18% hits. AID 720708; further: on the % scale 0 is the no-effect control and ±100 the full control effect; nearly all actives have a fitted effect of over 45% in size; many of its hits are not listed in these tables
Target sequence (Q8WZA2 whole entry, looked up): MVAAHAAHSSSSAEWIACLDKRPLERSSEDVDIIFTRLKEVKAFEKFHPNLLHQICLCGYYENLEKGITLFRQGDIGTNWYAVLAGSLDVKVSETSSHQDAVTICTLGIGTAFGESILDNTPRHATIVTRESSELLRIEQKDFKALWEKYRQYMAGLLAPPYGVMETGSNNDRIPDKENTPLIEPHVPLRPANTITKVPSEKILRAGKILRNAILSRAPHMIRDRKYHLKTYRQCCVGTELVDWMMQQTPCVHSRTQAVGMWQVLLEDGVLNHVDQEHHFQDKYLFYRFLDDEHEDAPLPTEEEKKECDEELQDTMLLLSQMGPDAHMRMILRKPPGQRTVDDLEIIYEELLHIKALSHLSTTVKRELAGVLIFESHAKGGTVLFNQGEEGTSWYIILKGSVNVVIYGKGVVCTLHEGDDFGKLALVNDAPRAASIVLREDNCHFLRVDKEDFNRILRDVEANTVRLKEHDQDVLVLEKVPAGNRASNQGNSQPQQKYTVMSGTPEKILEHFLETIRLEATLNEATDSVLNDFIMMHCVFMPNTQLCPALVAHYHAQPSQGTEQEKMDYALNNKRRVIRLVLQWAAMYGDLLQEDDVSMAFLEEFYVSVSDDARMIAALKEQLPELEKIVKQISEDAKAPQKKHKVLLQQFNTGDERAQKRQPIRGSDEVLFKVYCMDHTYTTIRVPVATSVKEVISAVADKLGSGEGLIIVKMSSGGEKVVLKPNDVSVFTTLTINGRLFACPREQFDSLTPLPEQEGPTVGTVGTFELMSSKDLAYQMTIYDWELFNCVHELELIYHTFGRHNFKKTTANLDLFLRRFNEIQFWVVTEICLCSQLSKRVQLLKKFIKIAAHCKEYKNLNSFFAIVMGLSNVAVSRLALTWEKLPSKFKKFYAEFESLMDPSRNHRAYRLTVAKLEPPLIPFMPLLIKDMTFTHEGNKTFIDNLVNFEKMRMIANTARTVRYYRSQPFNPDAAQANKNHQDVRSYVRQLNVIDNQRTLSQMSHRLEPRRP
A549 tox: counter-screen for Nrf2 inhibitors: cytotoxicity in A549 cells; A549 ARE-Fluc cells, CellTiter-Fluor viability, 18-24 h; Potency, µM (series often up to 46 µM), inactives show at the highest dose activity change, negative = cytotoxicity, usual class: inhibitors; 390,000 compounds, 0.16% hits; further: on the % scale 0 is the no-effect control and ±100 the full control effect
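A549 ARE_Fluc cells in 5% FBS OPTI-MEM were exposed to compounds in concentration-response for 18-24 h at 37 deg C. Viability was read by CellTiter-Fluor fluorescence (Ex 405/Em 525) after 30 min, before the luciferase read.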
HepG2 tox: HepG2 cytotoxicity, counter-screen for TGF-b inhibitors. HepG2 CAGA-GFP viability, ATP luminescence, 18 h. Potency, µM (series often up to 46.1 µM), inactives show top-dose activity change, negative = cytotoxicity, most hits filed as cytotoxic. 410,000 compounds, 0.76% hits. AID 588856; further: some results filed as inactive show a strong effect at the top dose
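HepG2 CAGA-GFP cells (1000/well, DMEM with 1% FBS) received compound, then TGF-beta at 500 pg/mL final, and were incubated 18 hours at 37 degrees C. Viability was read by CellTiter-Glo luminescence. Media-only wells were set as complete cell-killing and DMSO as no toxicity.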
ATXN2 expr inh: reduces ATXN2 reporter expression in HEK-293 cells; AID 1745845; Potency, µM (top dose mostly 57 µM), for the others: at the top dose activity change, negative = inhibition, usual class: inhibitors; HEK-293 ATXN2-luciferase reporter, luminescence, 24 h; 360,000 compounds, 0.72% hits; further: on the % scale 0 is the no-effect control and ±100 the full control effect; nearly all actives have a fitted effect of over 55% in size
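qHTS (up to 57 uM final) was run with 24 h compound exposure of reporter cells at 37 °C. Each well was multiplexed: SteadyGlo luminescence measured ATXN2-luciferase expression after a fluorogenic Gly-Phe-AFC viability readout (25 uM final).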
Nrf2 inh: Nrf2 pathway inhibition; AID 504444; Potency, µM (highest dose often 46 µM), inactives show top-dose activity change, negative = inhibition, hits mostly inhibitors; A549 ARE-Fluc reporter, luciferase luminescence, 18-24 h; 360,000 compounds, 2.1% hits; further: on the % scale 0 is the no-effect control and ±100 the full control effect; nearly all actives have a fitted effect of over 60% in size
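Nrf2 activity is the BugLite luminescence, read 15 min after reagent at room temperature, following CellTiter-Fluor cytotoxicity readout (30 min, 37C). Compound titrations were applied for 18-24 h to 5000 A549 ARE_Fluc cells/well in 5% FBS OPTI-MEM.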
MCF10A rerep: DNA re-replication induction in MCF 10a cells. MCF 10A DNA re-replication, Hoechst nuclear intensity, 48 h. Potency, µM (highest dose often 46.1 µM), without a hit: top-dose activity, positive = re-replication, usual class: activators. 350,000 compounds, 2.9% hits; further: % of control where 0% means no effect; nearly all actives have a fitted effect of over 50% in size
* marks the source's active call; other numbers are inactive results; i = inactive; ? = inconclusive; / = no result given; [ ] = remark or other dose. The call rests on the fitted dose curve; in most records, active means well fitted curve in the direction sought with a large enough effect; inconclusive means small, poorly fitted or top-dose-only effect, or another doubt; inactive means no such curve, though single readings can be large; an effect the other way counts as inactive or inconclusive. Potency means the concentration at half of the fitted maximal effect.

Short keys: A = Nrf2 ARE act; B = ATXN viability; C = TGFb SMAD3 inh; D = EPAC2 antagonist; E = A549 tox; F = HepG2 tox; G = ATXN2 expr inh; H = Nrf2 inh; I = MCF10A rerep
1: Cc1cc(Cl)c2c(c1)[C@]1(C(=O)N2)[C@@H]2C(=O)N(Cc3ccccc3)C(=O)[C@@H]2[C@@H]2CCCN21
  A: 1.8%; B: i; C: -24%; D: -15%; E: -11%; F: -40%; G: 3%; H: -21%; I: 9%
2: COc1ccc(CCNc2ccc(C(=O)O)cc2[N+](=O)[O-])cc1OC
  A: 0.2%; B: i; C: -1%; D: -6%; E: -14%; F: -2%; G: 3%[11.3 µM]; H: -19%; I: -5%
3: C/C(=N\NC(=O)c1cccc(Br)c1)c1ccc(Br)cc1
  A: 3.8%; B: i; C: -1%; D: -3%; E: -29%; F: 0%; G: 2%; H: ?; I: 23%
4: CCOc1ccc(C(=O)NC(=S)Nc2ccc(N3CCCCC3)cc2)cc1[N+](=O)[O-]
  A: 0.0%; B: i; C: -26%; D: 0%; E: -3%; F: -6%; G: -21%; H: -5%; I: ?
5: N#CC(=C1CCCC1)c1nc(-c2ccccc2O)cs1
  A: 21%; B: i; C: -11%; D: -1%; E: 2%; F: -17%; G: 141%[activator]; H: /; I: ?
6: CCOC(=O)CSc1nnc(CNC(=O)c2cccs2)n1CCc1ccccc1
  A: -0.5%; B: i; C: -6%; D: -1%; E: 0%; F: 0%; G: -3%; H: /; I: -15%
7: CC1CCCC(NC(=O)CSc2nccn2C)C1C (configuration not stated)
  A: 0.8%; B: i; C: 12%; D: 2%; E: -8%; F: -1%; G: 1%; H: -6%; I: 16%
8: Cc1[nH]c(=O)[nH]c(=O)c1S(=O)(=O)N1CCOCC1
  A: -0.1%; B: i; C: 11%; D: -2%; E: -5%; F: -14%; G: 4%; H: 3%; I: 2%
9: COc1cc(S(=O)(=O)N2CCOCC2)ccc1NC(=O)c1cc2c(s1)CCC2
  A: 4.6%; B: i; C: -10%; D: -5%; E: 0%; F: -52%; G: 4%; H: 12%; I: -4%
10: CCCCC(=O)N(c1ccc(OC)cc1)C1C=CS(=O)(=O)C1 (configuration not stated)
  A: -0.7%; B: i; C: 8%; D: -3%; E: -6%; F: 6%; G: -4%; H: 3%; I: 4%
11: Cc1cc(Cl)cc(Br)c1OCCCCn1cncn1
  A: 0.5%; B: i; C: -3%; D: 20%; E: -9%; F: 7%; G: -21%; H: -5%; I: 4%
12: NNC(=O)[C@H](Cc1ccccc1)NC(=O)Nc1ccc2c(c1)OCCO2
  A: 0.2%; B: i; C: 4%; D: -10%; E: 2%; F: -14%; G: 1%; H: 29%; I: 1%
13: O=C(Nc1ccc(Cl)cc1)c1cncs1
  A: 0.6%; B: i; C: -8%; D: -1%; E: -3%; F: -2%; G: -2%; H: 0%; I: 0%
14: CC(=O)Nc1cccc(C(=O)OCC(=O)Nc2c(C)nn(-c3ccccc3)c2C)c1
  A: 0.4%; B: i; C: 3%; D: -1%; E: -1%; F: -5%; G: -10%; H: -4%; I: ?
15: N/C(Cn1cncn1)=N\OC(=O)c1ccc(Cl)cc1Cl
  A: 3.8%; B: i; C: -4%; D: -2%; E: 1%; F: -9%; G: 2%; H: ?; I: 0%
16: Cc1nn(-c2ccccc2)nc1CNC(=O)CC(C)(C)C
  A: -0.4%; B: i; C: ?; D: 1%; E: 19%; F: -18%; G: /; H: -16%; I: 0%
17: Cc1ccc(C(=O)NCCCNCCCNC(=O)c2ccc(C)nc2)cn1
  A: 0.5%; B: i; C: -9%; D: 10%; E: 12%; F: -5%; G: 4%; H: 10%; I: -2%
18: COc1ccc(OC)c(-c2[nH]nc3c2C(c2ccco2)C(C#N)=C(N)O3)c1 (configuration not stated)
  A: ?; B: i; C: ?; D: 13%; E: -8%; F: -3%; G: -2%; H: /; I: -3%
19: COc1ccc(S(=O)(=O)Cc2ccc(C(=O)NC(C)C)o2)cc1
  A: -0.3%; B: i; C: 0%; D: -1%; E: -7%; F: -15%; G: -4%; H: -2%; I: 4%
20: CCOC(=O)c1c(C)[nH]c(C)c1S(=O)(=O)N(C)Cc1ccco1
  A: 0.1%; B: i; C: 11%; D: -1%; E: 6%; F: -10%; G: 18%; H: 4%; I: 2%
21: O=C(NNC(=S)NCC1CCCO1)c1cccc(S(=O)(=O)N2CCOCC2)c1 (configuration not stated)
  A: -0.1%; B: i; C: 25%; D: 6%; E: 3%; F: -14%; G: -13%; H: 1%; I: 1%
22: COc1ccc(C(=O)NC2(C(F)(F)F)C(=O)NC(C)=C2C#N)cc1OC (configuration not stated)
  A: -1.2%; B: /; C: 1%; D: /; E: -3%; F: 5%; G: /; H: /; I: /
23: Cc1ccc(NC(=O)c2c(NC(=O)Cc3ccccc3)sc3c2CCCC3)cc1
  A: 0.6%; B: i; C: 6%; D: /; E: 2%; F: -10%; G: 3%; H: 16%; I: /
24: CCOC(=O)c1oc2ccccc2c1CN1CCN(C)CC1
  A: 2.9%; B: i; C: 6%; D: 5%; E: 1%; F: 2%; G: -6%; H: 20%; I: 0%
25: Cn1ccnc1SCC(=O)c1ccc(F)cc1
  A: 3.9%; B: i; C: 1%; D: -5%; E: -1%; F: -4%; G: 8%; H: ?; I: -9%

Quoted from the listing:
compound 14 in Nrf2 inh reads -4%
compound 24 in TGFb SMAD3 inh reads 6%
compound 16 in Nrf2 inh reads -16%

Complete entries as entered above. Values in the order: Nrf2 ARE act | ATXN viability | TGFb SMAD3 inh | EPAC2 antagonist | A549 tox | HepG2 tox | ATXN2 expr inh | Nrf2 inh | MCF10A rerep
Cc1ccc(C(=O)NCCCNCCCNC(=O)c2ccc(C)nc2)cn1 reads 0.5% | i | -9% | 10% | 12% | -5% | 4% | 10% | -2%
CCOc1ccc(C(=O)NC(=S)Nc2ccc(N3CCCCC3)cc2)cc1[N+](=O)[O-] reads 0.0% | i | -26% | 0% | -3% | -6% | -21% | -5% | ?
Cc1nn(-c2ccccc2)nc1CNC(=O)CC(C)(C)C reads -0.4% | i | ? | 1% | 19% | -18% | / | -16% | 0%
Cc1cc(Cl)cc(Br)c1OCCCCn1cncn1 reads 0.5% | i | -3% | 20% | -9% | 7% | -21% | -5% | 4%

The results go on:
Short keys: A = Nrf2 ARE act; B = ATXN viability; C = TGFb SMAD3 inh; D = EPAC2 antagonist; E = A549 tox; F = HepG2 tox; G = ATXN2 expr inh; H = Nrf2 inh; I = MCF10A rerep
26: CC(C)(C)c1ccc(C(=O)N2CCN(CCNC(=O)C(=O)NCc3ccccc3)CC2)cc1
  A: 2.3%; B: i; C: -14%; D: -7%; E: 0%; F: -13%; G: -9%; H: ?; I: -1%
27: COc1ccc([C@H]2[C@@H](C#N)[C@H](C#N)N3CCCN23)cc1
  A: 2.1%; B: i; C: 1%; D: 10%; E: -1%; F: -3%; G: 11%; H: 16%; I: -1%
28: COc1nccc(-c2ccc(F)cc2)c1C#N
  A: -0.4%; B: i; C: 0%; D: 3%; E: -3%; F: 0%; G: 10%; H: -8%; I: -55%[inhibitor]
29: Cc1nc2cc(Cl)c([N+](=O)[O-])cc2s1
  A: 0.4%; B: i; C: -6%; D: -2%; E: 5%; F: -7%; G: ?; H: -4%; I: 0%
30: Cc1ccc(S(=O)(=O)CCC(=O)OCC(=O)c2ccc(F)cc2)cc1
  A: -0.7%; B: i; C: ?; D: 2%; E: 0%; F: 4%; G: 1%; H: -5%; I: 2%
31: CC1=CCC2C(=O)N(c3ccc(C(=O)Nc4ccccc4Cl)cc3)C(=O)C2C1 (configuration not stated)
  A: 0.2%; B: i; C: -1%; D: -13%; E: -3%; F: -2%; G: 16%; H: 8%; I: 0%
32: C=CCn1cc(C(=O)NCCOC)c(=O)c2cc(S(=O)(=O)N3CCCCCC3)ccc21
  A: -0.4%; B: i; C: ?; D: -13%; E: -2%; F: 10µM*; G: /; H: 3%; I: 1%
33: O=C(c1ccnc(Cl)c1)N1CCCC(N2CCN(c3ccccc3F)CC2)C1 (configuration not stated)
  A: 0.4%; B: i; C: -6%; D: -17%; E: 2%; F: -5%; G: -3%; H: 1%; I: 4%
34: O=C(OCc1cc(=O)n2nc(-c3cccs3)sc2n1)c1ccc(F)cc1
  A: 5.9%; B: i; C: 13%; D: /; E: 5%; F: -9%; G: 5%; H: 0%; I: /
35: COc1ccc(C2=NO[C@@H]3C(=O)N(c4c(C)cccc4C)C(=O)[C@H]23)cc1OC
  A: -0.7%; B: i; C: 0%; D: 7%[57.1 µM]; E: 4%; F: 12%; G: 0%; H: 18%; I: -1%
36: CC(C)(C)c1ccc(C(=O)Nc2sc3c(c2C#N)CCC(C(C)(C)C)C3)cc1 (configuration not stated)
  A: 0.2%; B: i; C: 23%; D: /; E: 2%; F: 35%; G: -2%; H: -3%; I: /
37: C#CCOC(=O)C1C2C=CC(C2)C1C(=O)O (configuration not stated)
  A: -0.3%; B: i; C: 2%; D: -4%; E: -12%; F: 7%; G: -2%; H: 6%; I: -6%
38: Cn1c(=O)c2c(O)c(Cc3ccccc3)c(=O)[nH]c2n(C)c1=O
  A: 2.9%; B: i; C: 1%; D: 6%; E: -3%; F: -15%; G: 4%; H: 3%; I: 0%
39: COCCNC(=O)Cn1nc(-c2ccccc2F)ccc1=O
  A: 0.2%; B: i; C: 4%; D: 13%; E: -2%; F: 13%; G: -6%; H: -3%; I: 11%
40: Cc1cc(NC(=O)COc2ccccc2C)ccc1NC(=O)c1ccco1
  A: -0.3%; B: i; C: 0%; D: -13%; E: 2%; F: 1%; G: -2%; H: 1%; I: 13%
41: O=C(NCCCc1nc2ccccc2n1Cc1c(F)cccc1Cl)C1CCCCC1
  A: 0.6%; B: i; C: 6%; D: /; E: -6%; F: 5%; G: -7%; H: -7%; I: /
42: CSc1nnc(CCCCCNC(=O)OC(C)(C)C)o1
  A: -0.2%; B: i; C: 3%; D: 6%; E: 1%; F: -2%; G: -2%; H: -12%; I: 2%
43: COC(=O)c1c(C)[nH]c(C=Nc2ccc(OC)cc2)c1C
  A: 3.0%; B: i; C: -9%; D: -10%; E: -9%; F: 4%; G: 24%; H: -4%; I: 14%

From PubChem

Not all compounds are listed, so the mix of outcomes need not match the whole.
